High-throughput results (PubChem BioAssay)
Apoferritin bind: qHTS Assay for Identification of Novel General Anesthetics. Ferritin light chain (Equus caballus), P02791. apoferritin/1-aminoanthracene competitive binding, fluorescence. Potency, µM (titrated, usually from 77.5 µM), without a hit: top-dose activity change, negative = displacement, actives largely listed as inhibitors. 350,000 compounds, 0.074% hits; also: potency is read from the fitted curve at half-maximal effect; % is scaled to controls: 0 for no effect and ±100 for the full control effect; nearly all actives have a fitted effect of over 20% in size
Target sequence (P02791 2-175 limits assumed): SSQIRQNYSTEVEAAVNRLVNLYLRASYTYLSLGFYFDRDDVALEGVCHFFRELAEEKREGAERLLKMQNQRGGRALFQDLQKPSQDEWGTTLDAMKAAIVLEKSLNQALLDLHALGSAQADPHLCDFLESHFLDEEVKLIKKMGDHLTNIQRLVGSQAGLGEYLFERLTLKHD
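In PBS, apoferritin at 10 uM is loaded with 1-AMA from a 50% saturated solution. After 10 min of compound exposure at ambient temperature, reduced 535 nm fluorescence indicates probe displacement.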
RXFP1 agonist: qHTS Assay for Agonists of the Relaxin Receptor RXFP1; 370,000 compounds, 0.3% hits; HEK293T-RXFP1 cAMP TR-FRET, 30 min; response scale: percent of porcine relaxin response, buffer zero; Relaxin receptor 1 (Homo sapiens), Q9HBX9; AID 2676, 2010; Potency, µM (top dose mostly 57.5 µM), inactives show at the top dose activation, most hits filed as activators; also: potency is read from the fitted curve at half-maximal effect; % is scaled to controls: 0 for no effect and ±100 for the full control effect; nearly all actives have a fitted effect of over 60% in size; many of its hits are not listed in these tables
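HEK293T cells stably expressing RXFP1 were pretreated with the PDE4 inhibitor Ro 20174, exposed to compounds for 30 min at 37C, lysed, and cAMP was read by TR-FRET. Data normalized to buffer (basal) and 29 nM porcine relaxin (100%).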
RXFP1 antagonist: qHTS Assay for Antagonists of the Relaxin Receptor RXFP1; AID 1259400, 2018; 350,000 compounds, 0.59% hits; HEK293-RXFP1, relaxin-stimulated cAMP HTRF, 30 min; stronger effect = lower value; activity change, negative = inhibition, % at 57.5 µM;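 active = activity change of -60% or lower, but not beyond a set lower limit; inconclusive = change between -60% and -40%, or beyond the set limit; inactive = change above -40%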; also: % is scaled to controls: 0 for no effect and ±100 for the full control effect
D1 potentiator: Potentiators of Human D1 Dopamine Receptor: qHTS; AID 504651, 2011; 360,000 compounds, 0.036% hits; D(1A) dopamine receptor (Homo sapiens), P21728; potentiation, % at 10 µM; HEK293 TREx D1 cells, calcium flux, dopamine EC20 potentiation; in the data active = potentiation above about 30%; also: 0% is about no effect
Target sequence (P21728 whole entry, looked up): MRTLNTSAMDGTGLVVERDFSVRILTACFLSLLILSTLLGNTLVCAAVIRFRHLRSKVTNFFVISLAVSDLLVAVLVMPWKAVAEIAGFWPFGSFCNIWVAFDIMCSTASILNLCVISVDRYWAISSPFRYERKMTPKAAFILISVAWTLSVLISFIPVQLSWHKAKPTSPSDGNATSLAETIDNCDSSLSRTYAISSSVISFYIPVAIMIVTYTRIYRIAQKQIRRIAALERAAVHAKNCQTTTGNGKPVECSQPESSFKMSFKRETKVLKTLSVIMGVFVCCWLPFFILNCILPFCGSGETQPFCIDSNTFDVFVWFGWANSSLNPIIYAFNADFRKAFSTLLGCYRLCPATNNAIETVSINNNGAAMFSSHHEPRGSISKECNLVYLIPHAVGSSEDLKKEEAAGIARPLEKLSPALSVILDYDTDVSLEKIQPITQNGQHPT
D2 PAM: HTS Assay for Positive Allosteric Modulators of the Human D2 Dopamine Receptor: Primary Screen for Potentiators; D(2) dopamine receptor (Homo sapiens), P14416; HEK293 T-REx D2, calcium flux, EC20 dopamine potentiation; potentiation, % at 10 µM; 340,000 compounds, 0.34% hits; AID 485347, 2010;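 active = potentiation over 3 SD above the plate norm, cut at about 30% in these data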; also: 0% is about no effect
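Tetracycline-induced HEK293 T-REx cells force-coupled to calcium signalling expressed D2; compounds were pin-added after a 10 s baseline, read kinetically 180 s, then an EC20 dopamine challenge followed with a further 180 s calcium read.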
TRHR ag: qHTS for Small Molecule Agonists and Allosteric Enhancers of Human TRH Receptor: Primary Screen for Agonists; Thyrotropin-releasing hormone receptor (Homo sapiens), P34981; activation, % at 2 µM; 360,000 compounds, 0.18% hits; TRHR cells, calcium flux fluo-8, FDSS agonist mode; AID 493084, 2011; in the data active = activation above about 30%; also: 0% is about no effect
Target sequence (P34981 whole entry, looked up): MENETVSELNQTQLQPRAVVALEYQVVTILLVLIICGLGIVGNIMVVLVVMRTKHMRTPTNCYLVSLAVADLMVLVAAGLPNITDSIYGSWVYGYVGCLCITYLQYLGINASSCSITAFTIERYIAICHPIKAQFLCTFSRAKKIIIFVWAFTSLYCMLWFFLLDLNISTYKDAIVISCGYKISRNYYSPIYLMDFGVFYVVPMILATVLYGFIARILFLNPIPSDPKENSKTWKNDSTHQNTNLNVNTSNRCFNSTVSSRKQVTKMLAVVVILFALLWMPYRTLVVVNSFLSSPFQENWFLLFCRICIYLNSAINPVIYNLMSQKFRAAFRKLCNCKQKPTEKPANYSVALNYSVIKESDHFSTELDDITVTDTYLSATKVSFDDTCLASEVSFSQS
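Read-out: compound-evoked intracellular calcium rise in TRHR cells, fluo-8 dye, kinetic FDSS fluorescence at 1 s/cycle following a 10-cycle baseline. Cells cultured overnight before dye loading (30 min–1.5 h, RT).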
TRHR PAM: qHTS for Small Molecule Agonists and Allosteric Enhancers of Human TRH Receptor: Primary Screen for Enhancers | TRHR cells, fluo-8 calcium fluorescence, EC20 TRH enhancement | 360,000 compounds, 0.66% hits | enhancement, % at 2 µM | Thyrotropin-releasing hormone receptor (Homo sapiens), P34981; in the data active = enhancement above about 30%; also: 0% is about no effect
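Enhancer read-out: after compound pinning and an initial kinetic agonist-mode read, an EC20 of TRH (10 nM final) was injected and fluo-8 calcium signal (Ex 480/Em 530) followed at 1 s/cycle for 100 cycles in TRHR-expressing cells.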
D1 agonist: Allosteric Agonists of the Human D1 Dopamine Receptor: qHTS; D(1A) dopamine receptor (Homo sapiens), P21728; HEK293 T-REx D1 cells, calcium flux, agonist mode; activation, % at 2 µM; 360,000 compounds, 1% hits; AID 504660, 2011; in the data active = activation above about 30%; also: 0% is about no effect
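Agonism was scored from calcium flux recorded over 180 s (1 read/s) after pintool compound addition, following a 10-cycle baseline. Cells were inducible force-coupled HEK293 TREx D1, plated overnight at 30 C and loaded with no-wash calcium dye.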
D1 antagonist: Antagonist of Human D 1 Dopamine Receptor: qHTS | activity change, negative = inhibition, % at 10 µM | 360,000 compounds, 3.2% hits | HEK293 TREx D1 cells, calcium flux, dopamine EC80; stronger effect = lower value | D(1A) dopamine receptor (Homo sapiens), P21728; in the data active = activity change below about -30%; also: % is scaled to controls: 0 for no effect and ±100 for the full control effect
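Kinetic fluorescence of a calcium dye serves as the read-out. D1-expressing Hek293 Trex cells, induced overnight at 30 C, are exposed to compound for 180 s before an EC80 dopamine addition, then read 180 s further.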
An asterisk follows results filed as active; ? = inconclusive; / = no result given; [ ] = dose if it differs, or a comment. Unless noted, calls follow the shape of the dose curve; as a rule, active = well fitted curve in the direction sought with a large enough effect; inconclusive = small, poorly fitted or top-dose-only effect, or another doubt; inactive = no such curve, though single readings can be large; an effect the other way counts as inactive or inconclusive. Some of the compounds tested; the hit share may differ from the screen's.

SMILES	Apoferritin bind	RXFP1 agonist	RXFP1 antagonist	D1 potentiator	D2 PAM	TRHR ag	TRHR PAM	D1 agonist	D1 antagonist
O=[N+]([O-])c1cccnc1NCCNc1ncc(C(F)(F)F)cc1Cl	?	0.7%	-24	1	18	0.0	-4	2	3
COc1cccc(Nc2cc(C)c3ccccc3n2)c1	-5%	-0.8%	-11	-4	0	-0.5	11	0	4
CCc1ccccc1N(C(=O)CNC(=O)c1ccco1)C(C(=O)NC1CCCC1)c1cccnc1 (stereo not given)	2%	1.8%	0	-5	-2	0.2	3	2	12
CC1CN(C(=S)Nc2cccc([N+](=O)[O-])c2)CC(C)O1 (stereo not given)	-22%	1.9%	3	-4	0	-0.4	-5	1	-11
Cc1ccccc1NC(=O)c1sc2nc(-c3cc4ccccc4oc3=O)[nH]c(=O)c2c1C	-10%	9.1%	-13	-1	-6	0.0	6	1	-1
Cc1ccc(NC(=O)CCS(=O)(=O)c2cccc3nsnc23)c(C)c1	-2%	-2.3%	/	-1	-11	-0.4	-6	2	6
O=C(NC1CCS(=O)(=O)C1)/C(=C/c1ccco1)NC(=O)c1ccccc1 (stereo not given)	-8%	-1.6%	-72*	-4	6	0.2	11	4	6
NCCCC[C@H]1CNC(=S)N1CCc1cc(C(F)(F)F)cc(C(F)(F)F)c1	-13%	-0.6%	/	-3	-3	0.4	-4	-1	2
Cc1c(-c2nnnn2-c2ccc(F)cc2)cnc2cc3c(cc12)OCO3	-12%	3.6%	-5	-1	0	0.6	-5	1	-2
CC(=O)c1c(C)[nH]c(C(=O)CSc2nnc(-c3ccccc3)o2)c1C	-14%	5.2%	-5	-4	-1	-0.1	10	11	-20
Cc1ccc(Oc2cc(NC(=O)CCCn3nc([N+](=O)[O-])c(Cl)c3C)cc([N+](=O)[O-])c2)cc1	-10%	1.5%	-2	-1	-2	0.4	-3	0	-2
Cc1ccccc1S(=O)(=O)c1c(C)cc(C)n(C)c1=O	0%	-0.2%	-7	-2	-8	0.1	6	1	-5
COc1ccc(-c2nc(SCC(=O)N3CCCCC3C)n[nH]2)cc1 (stereo not given)	?	4.2%	-29	-1	-13	0.0	-2	1	10
CCN(CC)S(=O)(=O)c1ccc(NC(=O)COC(=O)CN2C(=O)c3ccccc3C2=O)cc1	?	-0.2%	-3	1	-5	0.9	1	8	0
O=C(COC(=O)/C=C/c1cccc(F)c1)Nc1ccc(Cl)cn1	-7%	4.0%	-31	2	0	0.8	-5	4	-8

4 entries already listed, arranged by the value under D1 potentiator, lowest first:
SMILES	D1 potentiator
CCc1ccccc1N(C(=O)CNC(=O)c1ccco1)C(C(=O)NC1CCCC1)c1cccnc1 (stereo not given)	-5
O=C(NC1CCS(=O)(=O)C1)/C(=C/c1ccco1)NC(=O)c1ccccc1 (stereo not given)	-4
Cc1ccccc1S(=O)(=O)c1c(C)cc(C)n(C)c1=O	-2
Cc1ccccc1NC(=O)c1sc2nc(-c3cc4ccccc4oc3=O)[nH]c(=O)c2c1C	-1

Next section
SMILES	Apoferritin bind	RXFP1 agonist	RXFP1 antagonist	D1 potentiator	D2 PAM	TRHR ag	TRHR PAM	D1 agonist	D1 antagonist
CCc1ccc(OCC(=O)N/N=C/c2cc([N+](=O)[O-])ccc2N2CCOCC2)cc1	-17%	1.3%	-6	-2	0	-0.1	-3	-1	-23
COc1ccc(C(=O)Nc2ccc(N3CCOCC3)c(C(F)(F)F)c2)cc1OC	33%[activator]	0.3%	/	-5	6	-1.8	4	3	-5
Cc1cn(C)c(CC(=O)N2CCN(c3cccc(C(F)(F)F)c3)CC2)c1C(=O)O	-3%	1.4%	-13	-3	-14	-0.2	-3	4	-21
CCCN1CCN(C(=O)Cn2cnc3ccc(S(=O)(=O)N4CCC(C)CC4)cc3c2=O)CC1	-8%	4.3%	-12	-1	1	0.2	-9	1	7
O=S(=O)(Nc1ccc(-c2ccc3nncn3n2)cc1)c1cccs1	/	3.0%	-23	0	15	0.3	5	1	20
O=C(c1cc(-c2ccc(O)cc2)on1)N1CCCC1	-2%	2.1%	5	-2	/	-0.1	3	1	-5
O=C(NC1CCSc2ccccc21)c1ccccc1F (stereo not given)	?	-1.7%	5	-2	15	-1.7	1	2	-5
COC(=O)CCCC1=CC2=CC(=O)C(C)(OC(=O)c3cccs3)C(=O)C2=CN1CCN1CCOCC1 (stereo not given)	-1%	13%	/	-1	10	0.7	-2	6	1
Clc1ccccc1-c1nnc(-c2cccs2)o1	?	0.2%	10	-4	0	-0.5	-7	5	4
CCOC(=O)C1CCN(C(=O)c2[nH]c3ccc(OC)cc3c2C)CC1	-4%	8.6%	4	1	9	-1.9	-3	2	-67*
Cc1nn(CC#N)c(=O)n1N(C)c1ncc(C(F)(F)F)cc1Cl	-3%	-0.7%	-2	3	-3	0.9	3	3	-8
NC(=O)c1ccc(NC(=O)CN2C(=O)NC(c3ccccc3)(c3ccccc3)C2=O)cc1	-4%	-0.9%	10	1	13	0.5	4	2	-21
CCN(CC)S(=O)(=O)c1ccc(NC2=NS(=O)(=O)c3ccccc32)cc1	-13%	0.1%	3	-11	1	-0.2	-2	2	-14
Nc1nc(C2C(=O)CCCC2=O)cs1	-8%	-0.4%	0	5	4	-0.1	7	0	-3
O=C(COc1ccc(Cl)c(Cl)c1)NC1CCS(=O)(=O)C1 (stereo not given)	/	0.2%	-12	-3	-6	0.2	8	4	5

Entries of single compounds from above.
Profile of CCOC(=O)C1CCN(C(=O)c2[nH]c3ccc(OC)cc3c2C)CC1 : Apoferritin bind = -4%; RXFP1 agonist = 8.6%; RXFP1 antagonist = 4; D1 potentiator = 1; D2 PAM = 9; TRHR ag = -1.9; TRHR PAM = -3; D1 agonist = 2; D1 antagonist = -67*
Profile of Cc1cn(C)c(CC(=O)N2CCN(c3cccc(C(F)(F)F)c3)CC2)c1C(=O)O : Apoferritin bind = -3%; RXFP1 agonist = 1.4%; RXFP1 antagonist = -13; D1 potentiator = -3; D2 PAM = -14; TRHR ag = -0.2; TRHR PAM = -3; D1 agonist = 4; D1 antagonist = -21
Profile of CCc1ccc(OCC(=O)N/N=C/c2cc([N+](=O)[O-])ccc2N2CCOCC2)cc1 : Apoferritin bind = -17%; RXFP1 agonist = 1.3%; RXFP1 antagonist = -6; D1 potentiator = -2; D2 PAM = 0; TRHR ag = -0.1; TRHR PAM = -3; D1 agonist = -1; D1 antagonist = -23

Next section
SMILES	Apoferritin bind	RXFP1 agonist	RXFP1 antagonist	D1 potentiator	D2 PAM	TRHR ag	TRHR PAM	D1 agonist	D1 antagonist
CCOC(=O)C1C(c2ccc(O)c(O)c2)NC(=S)NC1(O)C(F)(F)F (stereo not given)	0%	-0.4%	-7	-6	6	0.2	1	1	13
NC(=O)C1CCCc2c1n(Cc1ccccc1)c1ccccc21 (stereo not given)	5%	-0.6%	-6	6	5	0.8	2	4	10
CCOC(=O)c1c(C)nc2c3ccccc3ccn12	-4%	-0.3%	-3	2	/	0.0	-1	1	0
Cc1c(Cl)cccc1NC(=O)CNC(=O)Cc1c[nH]c2ccccc12	/	-0.4%	-5	-6	7	0.4	-3	-1	1
Cc1c(C)n(CC(O)CN2C(=O)c3ccccc3S2(=O)=O)c2ccccc12 (stereo not given)	?	-0.2%	-11	-4	7	1.0	-3	10	1
O=C1NCCCC1C(=O)N1CCN(C(=O)C2CCCNC2=O)CC1 (stereo not given)	-10%	-1.0%	/	8	5	0.0	4	-1	-5
Cc1ccc(CSCCC(=O)NCCC2=CCCCC2)cc1	?	1.6%	4	-4	-6	0.0	18	4	5
Cc1cc(C(=O)COc2cccc(-n3cnnn3)c2)c(C)n1-c1ccccc1	?	-0.1%	-11	-4	-7	-0.6	-9	6	-14
COC(=O)c1c(-c2cccs2)csc1NC(=O)c1cc(OC)c(OC)c(OC)c1	7%	13%	-5	0	9	0.9	-4	0	-66*
CCOC(=O)c1[nH]c2ccccc2c1NC(=O)CC	0%	0.5%	/	/	-2	0.8	-7	1	10
CN(C)c1ccc(/C=N/n2ncc3ccccc32)cc1	429%[activator]	2.9%	-16	-7	1	0.0	-6	3	15
O=C1CN(C(=O)COc2ccccc2)c2ccccc2N1	-10%	1.4%	0	-1	17	0.5	3	3	15
Cc1ccc(C(C)(C)C)c(OCCCCN2CCCC2)c1	-6%	-0.5%	-25	-4	-24	0.8	3	9	1
C/C(=N\N1C(=O)c2ccccc2NC1c1ccccc1)c1ccccc1O (stereo not given)	-5%	1.6%	-8	-1	/	0.3	7	2	9
CCc1nnc(NC(=O)c2cc(OC)c(OC)cc2[N+](=O)[O-])s1	-8%	-1.6%	-11	11	-3	-0.2	-4	0	-8

Copied from the list:
`CN(C)c1ccc(/C=N/n2ncc3ccccc32)cc1` @ D1 antagonist = 15
`COC(=O)c1c(-c2cccs2)csc1NC(=O)c1cc(OC)c(OC)c(OC)c1` @ RXFP1 antagonist = -5
`O=C1NCCCC1C(=O)N1CCN(C(=O)C2CCCNC2=O)CC1` (stereo not given) @ Apoferritin bind = -10%

Continued.
SMILES	Apoferritin bind	RXFP1 agonist	RXFP1 antagonist	D1 potentiator	D2 PAM	TRHR ag	TRHR PAM	D1 agonist	D1 antagonist
CCOP(=O)(OCC)C(NC(=O)Nc1ccc(Cl)c(Cl)c1)C(N)=O (stereo not given)	-8%	6.5%	20	0	-6	-0.4	2	2	6
CCc1ccc(-c2cc3c(=O)n(CC(=O)NCCCN4CCN(Cc5ccccc5)CC4)nc(C)n3n2)cc1	-7%	-0.1%	5	-8	-29	0.0	1	8	4
c1cc(-c2cn(C[C@H]3CC[C@@H]([C@@H]4CC[C@H](Cn5cc(-c6ccsc6)nn5)O4)O3)nn2)cs1	-9%	0.4%	/	-3	5	-1.1	-1	2	-25
N#Cc1ccccc1S(=O)(=O)N1CCN(C(=O)CCC2CCCC2)CC1	/	0.6%	5	0	18	-0.3	9	0	-7
